# From PubChem
# NRP1-CendR mod: NRP-1/CendR interaction modulation | inhibition, % at 25 µM | FAM-RPARPAR peptide binding to NRP-1, fluorescence polarization | actives 0.85% (n = 360,000) | O14786;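 active means inhibition or corrected inhibition above about 18%, plus a signal ratio from 0.5 to 1.5, limit read from the data, passing the limit was not always enough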; further: strong numbers were not always called active
# SKN-1 block: inhibitors of C. elegans SKN-1. inhibition, % at 21.8 µM. C. elegans VP596 Pgst-4::GFP/RFP ratio, acrylamide-induced, 24 h. AID 624304. actives 0.49% (n = 360,000);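 active means interference check ratio from 0.5 to 1.5 plus GFP to RFP signal ratio inhibition reaching or exceeding a fixed threshold, cut at about 30% in these data, passing the limit was not always enough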; further: some compounds called inactive have numbers as strong as hits
# LMPTP inh: LMPTP (human) inhibition | inhibition, % at 20 µM | recombinant LMPTP-A, OMFP fluorogenic substrate, fluorescence intensity | actives 0.22% (n = 360,000) | AID 651560;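 active means compounds that cut the enzyme signal by at least half of the control window in the single-dose screen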;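 further: plate controls were DMSO wells with enzyme plus substrate for no effect and substrate without enzyme for full effect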
# Target sequence (P24666 whole entry, looked up): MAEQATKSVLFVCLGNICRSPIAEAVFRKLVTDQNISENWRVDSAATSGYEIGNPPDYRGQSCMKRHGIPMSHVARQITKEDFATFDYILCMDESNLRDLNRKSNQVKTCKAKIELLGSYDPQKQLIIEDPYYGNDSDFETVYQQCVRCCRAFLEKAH
#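 Assay system: LMPTP-A enzyme. Input: 0.625 nM LMPTP-A final. Probe or stimulus: 400 µM OMFP. Compound dosing: single 20 µM dose. Schedule: 50 min dark incubation at room temperature. Detection: fluorescence intensity of OMFP turnover product. Read-out: percent inhibition versus substrate-only and uninhibited controls. Benchmarks: no-enzyme low control, uninhibited high control.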
# SUMO1-SIM PPI: SUMO1-SIM interaction modulation; AID 602429; inhibition, % at 20 µM; P63165; actives 0.33% (n = 360,000); SUMO1 binding to a labelled peptide, TR-FRET, 1 h; in the data active means inhibition above about 37%
# Target sequence (P63165 whole entry, looked up): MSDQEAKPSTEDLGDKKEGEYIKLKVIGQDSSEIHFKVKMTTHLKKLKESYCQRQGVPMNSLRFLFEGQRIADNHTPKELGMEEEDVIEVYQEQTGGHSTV
# STEP block: blocks human striatal-enriched tyrosine phosphatase; inhibition, % at 20 µM; actives 0.25% (n = 360,000); P54829; recombinant STEP, OMFP fluorogenic substrate, fluorescence;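 active means inhibition at 20 µM, scaled per plate between control wells, above about 37%, limit read from the data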;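 further: 0% = DMSO with enzyme and substrate and 100% = substrate only without enzyme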
#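 System: isolated STEP enzyme; schedule: 20 min enzyme reaction at room temperature, protected from light; medium: Bis-Tris buffer pH 6.0, 2.5 mM DTT, 0.005% Tween 20; signal: fluorescence, 480/540 nm; dosing: single compound dose of 20 µM, 1% DMSO final; also added: OMFP substrate, 25 µM final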
# NadD block: blocks S. aureus nicotinate mononucleotide adenylyltransferase; inhibition, % at 20 µM; purified NadD enzyme, colorimetric absorbance read-out; actives 0.78% (n = 360,000); AID 602399; in the data active means inhibition above about 26%; further: some compounds past the cut are filed as inactive
# TbMetRS inhib: blocks T. brucei methionyl-tRNA synthetase activity; inhibition, % at 11.9 µM; AID 624268; actives 0.4% (n = 360,000); purified T. brucei MetRS, ATP depletion, Kinase-Glo luminescence;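 active means inhibition above a per-plate cutoff of the control wells' mean inhibition plus 3 SD, cut at about 5.5% in these data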;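 further: 0% = DMSO wells median and 100% = median of wells with control inhibitor compound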
#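 technique = Kinase-Glo luminescence, ATP depletion format | system = purified MetRS (methionyl-tRNA synthetase) enzyme from Trypanosoma brucei | timing = 15 min preincubation, 2 h reaction, all 25 °C | evaluation = percent inhibition versus plate control medians | dosing = single dose, 11.9 µM final nominal, 0.9% final DMSO | also added = substrates ATP, L-methionine and bulk Escherichia coli tRNA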
# Neddylation inh: inhibitors of human cullin neddylation; P61081+Q13564; TR-FRET cullin neddylation, biochemical; calls only at 25 µM; actives 0.58% (n = 360,000); in the data active means inhibition above about 36%
# Target sequence (P61081 whole entry, looked up): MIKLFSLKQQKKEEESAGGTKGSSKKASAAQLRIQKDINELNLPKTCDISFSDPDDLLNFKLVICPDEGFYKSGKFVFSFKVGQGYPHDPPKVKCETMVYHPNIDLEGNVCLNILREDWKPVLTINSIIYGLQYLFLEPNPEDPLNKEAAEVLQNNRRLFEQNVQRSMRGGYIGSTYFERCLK
# Target sequence (Q13564 whole entry, looked up): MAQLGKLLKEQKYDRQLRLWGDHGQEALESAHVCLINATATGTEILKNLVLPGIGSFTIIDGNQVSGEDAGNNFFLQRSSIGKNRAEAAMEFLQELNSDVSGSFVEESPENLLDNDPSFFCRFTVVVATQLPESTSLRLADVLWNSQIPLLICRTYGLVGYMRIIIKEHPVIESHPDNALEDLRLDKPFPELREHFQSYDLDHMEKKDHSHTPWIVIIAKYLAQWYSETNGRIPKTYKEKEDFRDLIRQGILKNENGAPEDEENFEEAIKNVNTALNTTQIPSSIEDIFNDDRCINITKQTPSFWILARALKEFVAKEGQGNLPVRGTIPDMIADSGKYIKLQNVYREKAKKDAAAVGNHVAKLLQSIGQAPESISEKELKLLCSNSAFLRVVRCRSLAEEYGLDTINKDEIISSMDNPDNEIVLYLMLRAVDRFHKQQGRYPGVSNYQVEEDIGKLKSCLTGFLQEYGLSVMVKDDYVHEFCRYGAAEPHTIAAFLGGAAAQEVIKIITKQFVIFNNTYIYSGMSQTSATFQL
# DNMT1 block: blocks human DNA methyltransferase DNMT1; P26358; DNMT1 molecular beacon, Hinp1I cleavage, fluorescence; inhibition (reported as % activation of signal), % at 10 µM; actives 0.83% (n = 360,000); AID 588458; in the data active means inhibition above about 50%
# Scp-1 inhibitor: inhibitors of human Scp-1 phosphatase. Recombinant Scp1, phosphopeptide, malachite green phosphate absorbance. inhibition, % at 20 µM. actives 0.88% (n = 340,000);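 active means inhibition above about 50% at 20 µM, limit read from the data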;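 further: plate controls were DMSO wells with enzyme for no effect and wells lacking enzyme for full effect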
#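 System: truncated SCP-1 phosphatase (76-261aa); medium: Tris acetate buffer pH 5.5 with MgCl2 and Tween-20; incubation: 45 min room-temperature reaction, 5 min colour, 30 min stabiliser; compound: single 20 µM dose, 1% DMSO; reagent: Phosphorylated 17-residue peptide substrate; read-out: % inhibition at 20 µM; technique: colorimetric free-phosphate detection, absorbance 630 nm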
# Active calls of the source: *; i = inactive; · = not tested or not shown.
# The first 9 compounds as a preview:
entry	SMILES	NRP1-CendR mod	SKN-1 block	LMPTP inh	SUMO1-SIM PPI	STEP block	NadD block	TbMetRS inhib	Neddylation inh	DNMT1 block	Scp-1 inhibitor
1	CCOc1ccc(C(C(=O)NCCOC)N(CCOC)C(=O)CCC(=O)Nc2ccccn2)cc1 (stereo not drawn)	1	5	-1.5	1	2	1	0.0	i	0	-4
2	COc1ccc2oc(C(=O)N(C)CCOc3ccccc3)c(C)c2c1	4	-3	-7.8	-15	-4	-1	-0.2	i	-7	-20
3	O=C1C(Cl)=C(Nc2ccccc2O)C(=O)N1c1ccccc1	-25	-11	1.3	-15	-2	0	-0.3	i	6	-7
4	Cc1ccccc1C(=O)NC(C)c1ccc2c(c1)CCCC2 (stereo not drawn)	6	-21	-0.6	-1	0	1	-0.4	i	-2	3
5	Cc1cccc(NS(=O)(=O)c2cc(C(=O)OC(C)C(=O)NCc3ccc4c(c3)OCO4)ccc2C)c1 (stereo not drawn)	-5	-3	1.2	4	0	-3	0.1	i	-14	-10
6	O=C(c1sc2ccccc2c1Cl)N(Cc1ccccc1Cl)C1CCS(=O)(=O)C1 (stereo not drawn)	-4	12	1.8	-1	-2	-3	-0.3	i	-6	-13
7	CC(=O)Nc1ccc(S(=O)(=O)Nc2ccc(N3CCCCC3)cc2)cc1	-14	10	5.7	-12	-2	4	0.0	i	8	-5
8	COc1ccc(-c2cc(C(=O)OCC(=O)N3CCOCC3)c3ccccc3n2)cc1	1	-4	0.9	-30	-1	-3	-0.3	i	0	-2
9	Cc1ccccc1S(=O)(=O)Cc1ccc(C(=O)NCCc2ccccc2)o1	3	-11	-1.1	3	-3	-4	-0.1	i	5	-6

# The list itself, from the start:
entry	SMILES	NRP1-CendR mod	SKN-1 block	LMPTP inh	SUMO1-SIM PPI	STEP block	NadD block	TbMetRS inhib	Neddylation inh	DNMT1 block	Scp-1 inhibitor
1	CCOc1ccc(C(C(=O)NCCOC)N(CCOC)C(=O)CCC(=O)Nc2ccccn2)cc1 (stereo not drawn)	1	5	-1.5	1	2	1	0.0	i	0	-4
2	COc1ccc2oc(C(=O)N(C)CCOc3ccccc3)c(C)c2c1	4	-3	-7.8	-15	-4	-1	-0.2	i	-7	-20
3	O=C1C(Cl)=C(Nc2ccccc2O)C(=O)N1c1ccccc1	-25	-11	1.3	-15	-2	0	-0.3	i	6	-7
4	Cc1ccccc1C(=O)NC(C)c1ccc2c(c1)CCCC2 (stereo not drawn)	6	-21	-0.6	-1	0	1	-0.4	i	-2	3
5	Cc1cccc(NS(=O)(=O)c2cc(C(=O)OC(C)C(=O)NCc3ccc4c(c3)OCO4)ccc2C)c1 (stereo not drawn)	-5	-3	1.2	4	0	-3	0.1	i	-14	-10
6	O=C(c1sc2ccccc2c1Cl)N(Cc1ccccc1Cl)C1CCS(=O)(=O)C1 (stereo not drawn)	-4	12	1.8	-1	-2	-3	-0.3	i	-6	-13
7	CC(=O)Nc1ccc(S(=O)(=O)Nc2ccc(N3CCCCC3)cc2)cc1	-14	10	5.7	-12	-2	4	0.0	i	8	-5
8	COc1ccc(-c2cc(C(=O)OCC(=O)N3CCOCC3)c3ccccc3n2)cc1	1	-4	0.9	-30	-1	-3	-0.3	i	0	-2
9	Cc1ccccc1S(=O)(=O)Cc1ccc(C(=O)NCCc2ccccc2)o1	3	-11	-1.1	3	-3	-4	-0.1	i	5	-6
10	Cc1cccc(Nc2nccc(N(C)C)c2C#N)c1	8	3	0.5	0	2	-1	-0.5	i	-1	-8
11	CCOc1ccc(CCNC(=O)CCc2nc(-c3ccc(OC)cc3)no2)cc1OCC	4	4	-0.9	0	0	-4	-1.6	i	3	5
12	Cc1cccc(-n2ncc3c(N)ncnc32)c1	3	-1	-0.7	3	0	-1	-0.8	i	2	-2
13	COc1ccc(-c2onc3ccc(C(C)=O)cc23)cc1	85	2	-2.3	-21	-11	1	-0.1	i	38	-15
14	COc1ccc(CN2CCNC(=O)C2CC(=O)NC2CCC2)c(OC)c1 (stereo not drawn)	13	11	-0.9	-3	-2	-6	-0.5	i	0	-5
15	O=C(CNC(=O)c1ccc(Cl)cc1)N/N=C/C=C/c1ccccc1	-8	-5	4.9	-2	3	0	-0.7	i	8	84*
16	COc1ccccc1C(=O)Nc1ccc(OCC(=O)N2CCCCC2)cc1	-3	1	-0.6	10	1	-3	-0.4	i	6	8
17	CC1=C(C(N)=O)C(c2cccc(OCc3ccccc3)c2)n2nnnc2N1 (stereo not drawn)	0	-14	-2.1	-2	-2	-5	-0.8	i	-2	15
18	Cc1cc(C)nc(N(C#N)CN2C(=O)c3ccccc3C2=O)n1	8	-4	-1.2	-12	14	2	-2.1	i	0	10
19	COc1ccc(OCC(=O)N/N=C\c2ccco2)cc1	3	-12	-1.2	-8	1	-5	-0.1	i	0	-7
20	Clc1ccc(CCNc2nc3ccccc3s2)cc1	-4	0	2.7	-3	-2	-2	0.2	i	1	5
21	CC1(C(=O)NS(=O)(=O)c2cccc(OC(F)F)c2)CCN1C(=O)C1CCCCC1 (stereo not drawn)	-7	12	-0.3	3	0	0	-0.4	i	3	·
22	N#Cc1ccc(C(=O)N2CCC3CC2c2cc(-c4ccccc4)ccc23)cc1 (stereo not drawn)	-2	-3	2.4	8	70*	1	0.0	i	1	-8
23	CCc1nnc(NC(=O)c2ccc(-c3ccc(F)cc3)o2)s1	2	5	9.6	1	6	15	0.0	i	0	-2
24	Cc1nn(CC(=O)OC(C)C(=O)Nc2ccccc2[N+](=O)[O-])c(C)c1[N+](=O)[O-] (stereo not drawn)	-6	1	-2.0	-15	-2	-5	-0.1	i	4	0
25	O=C(NCCNC(=O)C(F)(F)F)c1ccncc1	-10	1	-0.6	10	0	8	-1.0	i	0	-7

entry	SMILES	NRP1-CendR mod	SKN-1 block	LMPTP inh	SUMO1-SIM PPI	STEP block	NadD block	TbMetRS inhib	Neddylation inh	DNMT1 block	Scp-1 inhibitor
26	O=C(COc1cccc2ccccc12)NNC(=O)C1CCCO1 (stereo not drawn)	2	11	0.8	3	-2	-2	-1.0	i	3	-3
27	CCc1ccc(/C=C2\C(=N)N3N=C(CC(=O)N4CCCCC4)SC3=NC2=O)cc1	-24	15	-0.9	-5	1	8	-0.3	i	4	-1
28	Cc1c(Cl)cccc1NS(=O)(=O)c1ccc(-c2ccc(=O)[nH]n2)o1	-1	0	0.7	-6	-4	-3	0.2	i	3	7
29	Cc1ccc(S(=O)(=O)CCC(=O)OCc2cc(C)ccc2C)cc1	27*	12	0.4	3	-1	-5	-0.6	i	2	-9
30	CCOC(=O)c1sc2ncnc(N3CCN(CC)CC3)c2c1C	21	9	1.2	-13	-2	1	0.0	i	-7	-6
31	CCNc1nc(NCC)nc(SCCOC(=O)Nc2ccc(Cl)cc2Cl)n1	12	12	-0.3	-3	-2	-1	-0.1	i	-2	-1
32	O=C(Nc1ccc(Oc2ccccc2)cc1)c1csc([C@H]2C[C@H](O)[C@@H](CO)O2)n1	-8	13	-0.1	0	-1	-13	-0.1	i	-3	·
33	Cc1ccc(NC(=O)CO/N=C/c2ccc(N(C)C)cc2)cc1	-191	14	0.3	-5	-3	-3	0.4	i	-6	-1
34	CC(C)N1CC(C(=O)Nc2ccc(Cl)c([N+](=O)[O-])c2)CC1=O (stereo not drawn)	16	0	-1.5	-10	-3	-3	1.4	i	1	-8
35	Cc1ccc(NC(=O)C2CCCN(c3ncnc4c3nc3n4CCCCC3)C2)cc1Cl (stereo not drawn)	7	3	1.1	5	3	-4	-0.6	i	0	7
36	COc1ccc(/C=N/N=C2/NC(=O)C(CC(=O)NC(N)=O)S2)cc1 (stereo not drawn)	-9	-4	-0.2	0	-2	-2	0.7	i	3	-4
37	CC(C)(C)c1cc(-c2nc(N)nc(N)n2)c(O)c(C(C)(C)C)c1	-3	13	-0.1	2	1	-2	0.4	·	-79	2
38	COc1cc(C(=O)OC2CC3CCC2(C)C3(C)C)ccc1OC(C)=O (stereo not drawn)	11	1	3.2	10	-2	6	-0.1	i	6	-4
39	CC(=O)c1c(C)[nH]c(C(=O)Nc2ccc(C)cc2Br)c1C	16	7	1.1	-6	-3	-11	-0.3	i	0	-6
40	CCOC(=O)N1CCN(c2c(NCCN3CCN(c4ccccc4F)CC3)c(=O)c2=O)CC1	1	-8	-1.9	1	7	-3	0.0	i	1	-8
41	Cc1ccc(S(=O)(=O)N2CCOCC2)cc1NC(=O)CSc1nc(N)cc(=O)[nH]1	-3	6	-3.4	-1	0	-5	0.0	i	2	-17
42	Cc1ccccc1Cn1nc(C)c(NC(=O)/C=C/c2cnn(C)c2)c1C	18	-5	-0.9	4	-2	0	-1.4	i	7	-8
43	OC(CNc1ccccc1)COc1ccc(OCC(O)CNc2ccccc2)cc1 (stereo not drawn)	11	-1	1.4	1	1	10	-1.1	i	-28	4
44	COc1cccc(-c2cccc(-c3nc(C(=O)NCCCN4CCOCC4)cc4c3[C@H](CCO)N(S(=O)C(C)(C)C)C4)c2)c1 (stereo partly drawn)	-11	-2	-0.8	4	-1	-7	-0.6	i	-2	·
45	COC(=O)c1sc(NC(=O)C2CCCO2)c(C(=O)OC)c1C (stereo not drawn)	6	-5	-1.0	2	-1	1	-0.3	i	5	-7
46	Cc1ccc(CN2CCC[C@]3(N[C@H](c4ccc(C)cc4)[C@@H]4C(=O)N(Cc5ccccc5)C(=O)[C@@H]43)C2=O)cc1	-9	10	-1.6	0	1	1	0.4	i	-3	·
47	Cc1ccc(S(=O)(=O)N2CCC(=O)N(CCOC(=O)Nc3cccc(Cl)c3)CC2)cc1	5	-7	-0.1	0	3	-11	-0.3	i	-3	-11
48	CCC(C)(C(=O)Nc1ccc2c(c1)OCCO2)N(C(C)=O)c1ccc(C(N)=O)cc1 (stereo not drawn)	-7	-12	1.8	-3	0	-2	-0.3	i	0	-2
49	O=C(Nc1cccc(S(=O)(=O)N2CCOCC2)c1)c1cc([N+](=O)[O-])ccc1N1CCOCC1	4	2	-0.5	-27	-2	-3	-0.3	i	1	-9
50	O=C(Nc1cc2c(cc1Br)OCCCO2)c1cccnc1	7	11	0.6	-8	1	-1	-0.5	i	1	-4
51	COc1ccc(Oc2nc3ccccc3nc2C(F)(F)F)cc1	1	4	2.0	-3	0	-15	-0.1	i	-2	-11
